Screens deposited in PubChem by several laboratories.
TCR CD3 inh: inhibitors of human TCR-CD3 interaction, primary screen, biochemical, fluorescence, TAMRA-labeled TCR probe; inhibition, % at 9.4 µM; hit rate 0.37% among 360,000; AID 651800, 2012; T-cell receptor (TCR); in the data active = inhibition above about 19%;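 note: recombinant mutant TCR 2C K166C tagged with TAMRA read by polarization; 0% = receptor in buffer alone and 100% = receptor with positive control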
HTRA1 inhibitor: HTRA1 serine protease inhibitors, primary screen, biochemical, fluorescence polarization, HTS; hit rate 0.5% among 340,000; inhibition, % at 5.96 µM; AID 504803, 2011; recombinant HTRA1, FP-rhodamine activity-based probe; Q92743; in the data active = inhibition above about 36%;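 note: 0% = enzyme with DMSO and 100% = wells lacking enzyme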
mABHD4 FP: ABHD4 inhibitors, primary screen, biochemical, fluorescence polarization, mouse | (Lyso)-N-acylphosphatidylethanolamine lipase (Mus musculus), Q8VD66 | purified mABHD4, FP-Rh probe fluorescence polarization | inhibition, % at 8.92 µM | hit rate 0.54% among 370,000 | AID 720543, 2013;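 active = inhibition exceeding the mean over every tested compound plus 3 SD, cut at about 30% in these data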;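 note: 0% = plate median of compound wells and 100% = S159A mutant with DMSO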
Target sequence (Q8VD66 whole entry, looked up): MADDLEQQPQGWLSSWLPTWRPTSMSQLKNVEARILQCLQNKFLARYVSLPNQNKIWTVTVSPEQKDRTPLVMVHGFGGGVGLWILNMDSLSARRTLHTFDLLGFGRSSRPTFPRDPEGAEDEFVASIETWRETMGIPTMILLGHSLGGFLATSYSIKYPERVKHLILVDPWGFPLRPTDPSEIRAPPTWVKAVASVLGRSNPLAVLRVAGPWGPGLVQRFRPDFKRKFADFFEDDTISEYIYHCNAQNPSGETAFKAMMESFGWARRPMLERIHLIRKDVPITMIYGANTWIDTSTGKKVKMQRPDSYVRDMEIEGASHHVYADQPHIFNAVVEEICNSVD
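Assay system: mABHD4 protein; medium: HEPES pH 7.0, NaCl, Pluronic buffer; dosing: 8.92 µM, single dose; schedule: 45 min + 60 min at 25 °C; signal: FP readout, ex 525 nm / em 598 nm; read-out: normalized percent inhibition of probe labeling; repeats: single replicate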
TDP2 absorb: human TDP2 enzyme inhibitors, primary screen, biochemical, epi absorbance, recombinant enzyme | Tyrosyl-DNA phosphodiesterase 2 (Homo sapiens), O95551 | T5PNP hydrolysis, p-nitrophenol absorbance 415 nm | hit rate 0.34% among 370,000 | inhibition, % at 12.8 µM;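 active = inhibition above the mean of all tested compounds plus 3 SD, set per campaign, cut at about 25% in these data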;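 note: 0% = DMSO with enzyme and 100% = buffer with substrate but no TDP2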
Target sequence (O95551 whole entry, looked up): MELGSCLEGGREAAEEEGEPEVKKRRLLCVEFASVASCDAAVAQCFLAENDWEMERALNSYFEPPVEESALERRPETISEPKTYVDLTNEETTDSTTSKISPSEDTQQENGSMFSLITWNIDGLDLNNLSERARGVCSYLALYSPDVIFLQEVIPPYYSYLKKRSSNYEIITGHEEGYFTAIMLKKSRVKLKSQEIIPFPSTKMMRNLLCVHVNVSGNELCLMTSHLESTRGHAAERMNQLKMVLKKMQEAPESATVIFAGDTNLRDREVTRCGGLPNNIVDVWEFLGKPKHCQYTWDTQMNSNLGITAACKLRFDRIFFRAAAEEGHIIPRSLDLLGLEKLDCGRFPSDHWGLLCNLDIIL
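Assay system: Recombinant human TDP2 | Quantity: 120 nM TDP2 per well | Incubation: 2 h at 37 °C | Signal: Epi absorbance | Evaluation: Percent inhibition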
PRMT1 FP inh: PRMT1 methyltransferase inhibitors, primary screen, biochemical, fluorescence polarization; inhibition, % at 2.79 µM; recombinant PRMT1, activity-based probe fluorescence polarization; hit rate 1.3% among 370,000;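 active = inhibition above about 21% made by adding two undisclosed values, limit read from the data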
Target sequence (Q99873 whole entry, looked up): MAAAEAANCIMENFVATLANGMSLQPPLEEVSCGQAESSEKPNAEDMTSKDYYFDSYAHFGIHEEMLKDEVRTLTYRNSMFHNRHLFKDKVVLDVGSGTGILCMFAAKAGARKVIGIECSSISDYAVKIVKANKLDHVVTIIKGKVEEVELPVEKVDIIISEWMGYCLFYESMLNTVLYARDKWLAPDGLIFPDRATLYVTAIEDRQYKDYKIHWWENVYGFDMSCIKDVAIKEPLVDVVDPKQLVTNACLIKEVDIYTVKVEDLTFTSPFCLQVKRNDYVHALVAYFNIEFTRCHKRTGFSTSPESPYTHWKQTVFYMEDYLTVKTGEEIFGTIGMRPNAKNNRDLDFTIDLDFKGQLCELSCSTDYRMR
LEDGF integ inh: blockers of LEDGF/p75-dependent integrase strand transfer – biochemical, TR-FRET, high throughput, primary screen; inhibition, % at 3.7 µM; TR-FRET IN-LEDGF/p75 DNA integration, Eu/Cy5; HIV-1 integrase (with human LEDGF/p75); hit rate 0.64% among 370,000;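 active = inhibition above the screen-wide mean plus 3 SD, cut at about 13% in these data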;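 note: signal is the Cy5 over europium emission ratio at 671 and 618 nm; 0% = plate median of compound wells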
SIAE inh: human SIAE inhibitors, primary screen, biochemical, fluorescence polarization, FP-Rh probe, 1536-well HTS | Sialate O-acetylesterase (Homo sapiens), Q9HAT2 | SIAE FP-Rh probe binding | inhibition, % at 9.66 µM | hit rate 0.69% among 370,000 | AID 1053197, 2014;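 active = inhibition above a cutoff: mean of compounds within the control limits plus 3 SD of those, cut at about 17% in these data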;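 note: 0% = plate median of compound wells and 100% = probe without SIAE protein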
MBD2 DNA inh: inhibitors of MBD2 binding to methylated DNA, primary screen, biochemical, TR-FRET, DNA-binding domain, human. AID 686964, 2013. hit rate 0.31% among 370,000. Methyl-CpG-binding domain protein 2 (Homo sapiens), Q9UBB5. MBD2 binding to methylated oligonucleotide. inhibition, % at 4.4 µM; in the data active = inhibition above about 13%
GC-B act: human GC-B receptor activators, primary screen, HEK293 GC-B cells, cGMP TR-FRET, EC30 CNP. Atrial natriuretic peptide receptor 2 (Homo sapiens), P20594. 0% at EC30 CNP, 100% saturating CNP. activation, % at 10 µM. hit rate 0.11% among 370,000;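 active = activation at 10 µM reaching about 35% in either raw or pattern-adjusted values, limit read from the data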
rCAG RNA binder: binders of r(CAG) RNA repeats, primary screen, biochemical, fluorescence | r(CAG) RNA repeat, TO-PRO-1 dye displacement fluorescence | inhibition, % at 3 µM | hit rate 1.3% among 370,000 | AID 651821, 2012;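 active = inhibition above the plate cutoff, the mean of all test compounds on that plate plus 3 SD, cut at about 35% in these data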;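 note: 0% = DMSO alone and 100% = 100 µM mitoxantrone as full dye displacement; higher means more dye released from RNA so lower well fluorescence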
Numbers without * were called inactive; · = no result given. Not all compounds are listed; count on the stated rates, not on these rows.

canonical_smiles,LEDGF integ inh,mABHD4 FP,GC-B act,MBD2 DNA inh,rCAG RNA binder,HTRA1 inhibitor,SIAE inh,PRMT1 FP inh,TCR CD3 inh,TDP2 absorb
CN(C)C1(c2nnnn2CCOC(=O)Nc2ccc(Cl)cc2)CCCCC1,2,-17,-3,-1,0,-22,1,-5,-2,-6
CC(C)n1cc(C(=O)N(CC(=O)NC2CCCC2)Cc2ccccc2)cn1,-5,-4,5,-1,-3,9,2,0,0,-7
Cc1cc(OCC(=O)N2CCC(C(=O)O)CC2)c2c3c(c(=O)oc2c1)CCC3,-3,2,2,2,1,-3,-3,-1,-2,3
CCCC1(CCC)C(=O)NC(=Nc2ccc(C)cc2)NC1=O,0,7,1,2,4,·,9,0,7,2
COc1ccc(C2(c3cccc(O)c3OC)CCN(C(C)=O)CC2)cc1O,-1,0,0,0,-1,-2,1,-1,5,3
COCCNC(=O)Cn1cc(C=C2C(=O)NC(=O)NC2=O)c2ccccc21,7,-7,-3,-5,-2,-1,-2,19,-12,-13
CC1=C(C(=O)O)N2C(=O)C(NC(=O)CCCC(=O)O)C2SC1 (stereo not drawn),-3,4,1,0,-3,-4,5,0,2,-7
C=CCN1C(=O)/C(=C/c2cc(C)n(-c3cccnc3)c2C)C(=O)NC1=S,2,-9,0,0,14,2,-4,14,-16,5
COc1cccc(C2CC3C(=O)C=CC2N3Cc2ccccc2)c1 (stereo not drawn),-8,13,2,-7,4,6,3,-2,9,-1
C[C@]12CC[C@@H](O)CC1=CCC1C2CC[C@@]2(C)C1CC[C@@H]2N (stereo partly drawn),1,-5,-1,0,5,7,-7,-3,-3,-8
CCNC(=O)NC(=O)C(C)OC(=O)c1c(C)nn(Cc2ccccc2)c1Cl (stereo not drawn),2,-7,3,-3,-8,-2,4,-2,2,4
CCCCSP1(=S)NCCCO1 (stereo not drawn),0,2,4,38*,3,-3,-3,-1,6,-4
O=C(N/N=C\C1C(=O)NC(=S)N(c2ccccc2)C1=O)c1ccc(O)cc1 (stereo not drawn),0,7,6,2,11,-3,0,1,8,-8
Cn1c(O)c(C=Nc2ccc3c(c2)CCC3)c(=O)n(C)c1=O,5,2,-8,0,0,-1,2,2,-1,0
Cc1c(C(=O)O)cc(-c2ccccc2)n1Cc1ccccc1,-5,-6,-4,7,10,2,-3,8,-7,-18
Clc1cc(Cl)c(-c2cc(Cl)c(Cl)cc2Cl)cc1Cl,3,-2,-9,-5,0,2,1,-9,6,9
O=P1(N(CCCl)CCCl)NCCCO1 (stereo not drawn),-2,-2,0,-2,1,1,-5,8,-4,2
COc1ccccc1OCC(=O)Nc1ccc(Cl)cc1C(=O)c1ccccc1,3,7,-2,-1,-4,-32,-2,3,3,-11
Cc1ccc(-c2cc(-c3ccc(C)cc3)[n+](-c3ccc(C(=O)O)cc3)c(-c3ccc(C)cc3)c2)cc1,-1,4,1,0,-9,-6,3,0,5,-13
C[C@]12C[C@H](O)[C@@H](O)CC1=CCC1C2CC[C@@]2(C)C1CC[C@@H]2O (stereo partly drawn),-1,5,0,-10,0,0,0,-4,10,-6
Cc1ccc(S(=O)(=O)NC(CC(=O)N2CCC3(CC2)OCCO3)c2ccco2)cc1 (stereo not drawn),-4,4,-3,0,-2,-2,0,3,-5,-20
N#CC1c2ccccc2-n2nncc2CN1Cc1cc(Cl)cc(Cl)c1 (stereo not drawn),8,1,-14,-2,4,-37,3,2,2,2
C=CCC1(Nc2ccccc2)CC(C)N(C)CC1C (stereo not drawn),-6,-4,-7,1,-2,3,0,3,-3,-11
O=C(Cc1ccccc1)Oc1ccccc1N1C(=O)CCC1=O,0,3,4,-7,0,8,0,1,5,-1
Clc1ccc(OCC#CCN2CCCCCC2)cc1,0,10,-1,-2,-7,-6,-5,4,4,22
O=C(CCn1nc(-c2ccc(Cl)cc2)ccc1=O)N1CCC2(CC1)OCCO2,1,-2,-8,1,1,2,-1,1,7,3
CCN1CCN(c2cc(N3CCCC3)c([N+](=O)[O-])cc2F)CC1,2,5,-5,-26,-2,3,6,1,-2,-5
C[C@]12CCC3C(CC[C@H]4C[C@@H](O)CC[C@]34C)C1[C@H]1CN=N[C@H]1[C@@H]2O (stereo partly drawn),6,-4,-1,1,1,-6,-1,-5,-5,-14
O=c1[nH]c(=S)[nH]c(O)c1CN1CCCCC1,-2,14,6,3,-4,-7,6,4,-8,0
COc1cccc(C(c2nnnn2C2CCCC2)N2CCC3(CC2)C(=O)NCN3c2ccccc2)c1OC (stereo not drawn),-3,-2,-8,-3,7,·,0,-2,1,-6
COCCO[C@H]1CC[C@@]2(C)C(=CCC3C2CC[C@@]2(C)C3CC[C@]2(C)O)C1 (stereo partly drawn),3,-1,3,-1,-2,-6,4,-8,5,-4
Clc1ccc(CCC(Cn2ccnc2)Sc2c(Cl)cccc2Cl)cc1 (stereo not drawn),3,4,-9,2,3,-51,-8,-1,-1,-10
c1ccc(C[n+]2ccccc2)cc1,2,2,-1,5,-1,0,1,-3,2,6
COC(=O)C1=C(c2cccc(C#N)c2)C[C@@H]2CC[C@H]1N2C(=O)NCCOc1ccc(OC)cc1,2,1,-1,1,-8,-1,1,2,-2,5
CN(C)C(=O)Oc1cccc(OCc2n(C)c3ccccc3[n+]2C)c1,-2,-8,10,-4,-2,6,6,-1,8,-1
CCN(CC)C(=O)c1ccc(NC(=S)NC(=O)CCc2ccccc2)cc1,2,0,-2,3,-7,-11,-9,-2,3,-2
CC(C)(C)c1cc([N+](=O)[O-])cc(C(C)(C)C)c1O,3,-8,4,-1,6,·,10,1,-5,-4
Cc1ccccc1OP(N)(=O)Oc1ccccc1C,2,-4,-3,0,-1,-1,-7,-5,-2,-15
c1ccc(C2CC3CC4(CCCC4)N2O3)cc1 (stereo not drawn),-1,1,3,1,-2,-3,-3,0,0,4
Cc1ncc(CN2CCCC(C(=O)c3ccc(C(C)(C)C)cc3)C2)s1 (stereo not drawn),-2,1,-3,-1,-9,-5,0,1,2,-6
C=C(Cl)CSC(=S)N(CC)CC,1,2,-8,2,1,4,0,0,4,5
Cc1oc(-c2ccccc2)nc1CN1C(=O)C(C)N=C(c2ccccc2F)c2cc(Cl)ccc21 (stereo not drawn),-2,-6,-26,3,4,-25,0,2,-4,-5
OC(c1ccccc1)(c1ccc(Cl)cc1)C1CN2CCC1CC2 (stereo not drawn),2,1,-32,6,9,0,7,3,3,-8
O=C1NCN(c2ccccc2)C12CCN(C(c1cc3ccccc3o1)c1nnnn1C1CCCC1)CC2 (stereo not drawn),-4,5,-11,-1,7,·,4,-1,2,-1
O=C1NC(=O)C(=Cc2cc([N+](=O)[O-])ccc2N2CCCCC2)C(=O)N1,1,4,4,-3,0,0,3,2,-2,-1
c1ccc(N2[C@@H]3CC[C@H]2c2ccccc2C3)cc1,-10,-8,-13,-5,4,4,-4,-4,-2,-16
COc1ccc(C(=O)C23CN4CN(CN(C4)C2)C3)cc1,-6,0,-1,-2,-2,4,-5,1,-6,10
c1cc2c(cc1[C@H]1OCC3C1CO[C@@H]3c1ccc3c(c1)OCO3)OCO2 (stereo partly drawn),3,-3,4,-5,-6,-11,0,-4,3,-18
C[C@]12CC[C@@H](O)CC1=CCC1C2CC[C@@]2(C)C1CC[C@@H]2O (stereo partly drawn),0,0,2,-10,1,4,1,-3,6,11
c1ccc2oc(N3CCNCC3)nc2c1,7,-3,6,-2,-4,4,5,-3,-9,6
N/C(=N\[N+](=O)[O-])N1CCN(C(=O)Oc2ccccc2)CC1,1,2,1,0,1,2,-2,-2,-1,1
C[C@]1(O)CCC2C3CC[C@H]4C[C@@H](OC(=O)[C@@H](N)CCCCN)CC[C@]4(C)C3CC[C@@]21C (stereo partly drawn),2,9,1,-5,6,9,2,1,8,4
CN(C)S(=O)(=O)c1cc(C(=O)N2CCC(C(=O)O)(c3ccccc3)CC2)ccc1Cl,-6,6,2,-1,9,4,-3,3,0,-3
Cc1cccc(NC(=O)CSc2nnc([C@@H](N)Cc3c[nH]c4ccccc34)o2)c1C,-2,3,0,0,7,-5,5,10,-2,3
COc1cccc(OC)c1C1=NCC(=O)Nc2c1oc1ccc(Br)cc21,-2,-2,26,-7,3,-23,4,2,1,8
NCCCC(=O)OC1N=C(c2ccccc2Cl)c2cc(Br)ccc2NC1=O (stereo not drawn),2,6,0,3,5,0,-1,0,2,-6
O=c1[nH]c(=S)[nH]c(O)c1N=Nc1cccc(S(=O)(=O)N2CCOCC2)c1,1,2,1,-11,4,8,-1,5,2,-5
CCC(C(=O)N1C[C@H]2C[C@@H](C1)c1cccc(=O)n1C2)c1ccccc1 (stereo partly drawn),1,-1,4,-2,-1,-4,-4,-6,4,-8
Fc1ccc(C(OCCN2CCCC2)c2ccc(Br)cc2)cc1 (stereo not drawn),-2,3,-16,5,-2,-4,-3,2,0,3
CCC(c1nnnn1-c1ccc(OC)cc1)N1CCC(n2c(=O)[nH]c3ccccc32)CC1 (stereo not drawn),1,0,-2,0,1,·,3,-2,-5,-6

Following part:
canonical_smiles,LEDGF integ inh,mABHD4 FP,GC-B act,MBD2 DNA inh,rCAG RNA binder,HTRA1 inhibitor,SIAE inh,PRMT1 FP inh,TCR CD3 inh,TDP2 absorb
CCOc1ccc(C=C2C(=O)NC(=S)NC2=O)cc1OCC,-2,4,2,-7,2,7,2,2,7,-1
O=C1c2ccccc2-n2nnc(-c3ccccc3)c2C2c3ccccc3CCN12 (stereo not drawn),-3,-6,-3,7,4,·,-2,12,-3,-9
CCCC[N+]12CCC(CC1)C(=C(c1ccccc1)c1ccccc1)C2,-2,-10,4,4,0,3,1,-3,-5,-14
Fc1ccc(CCNCc2ccccc2Cl)cc1,-3,-6,-6,2,-4,-2,-8,3,2,-15

Given with values under each structure: 2 of the compounds above.
The line under a structure holds: LEDGF integ inh, mABHD4 FP, GC-B act, MBD2 DNA inh, rCAG RNA binder, HTRA1 inhibitor, SIAE inh, PRMT1 FP inh, TCR CD3 inh, TDP2 absorb
- CCCC[N+]12CCC(CC1)C(=C(c1ccccc1)c1ccccc1)C2
→ -2, -10, 4, 4, 0, 3, 1, -3, -5, -14
- O=C1c2ccccc2-n2nnc(-c3ccccc3)c2C2c3ccccc3CCN12 (stereo not drawn)
→ -3, -6, -3, 7, 4, ·, -2, 12, -3, -9
